KCNH2 3.1 inh: qHTS for Inhibitors of KCHN2 3.1: Mutant qHTS | Potassium voltage-gated channel subfamily H member 2, brain isoform KCNH2 3.1 (human) | U2OS KCNH2 3.1, thallium flux FluxOr; active compounds read low | activity change, % (tested at about 1.8 µM) | 340,000 tested, 0.95% active | AID 720553, 2013;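 active means maximum activity change below -70%; inconclusive means maximum activity change from -70% to -50%; inactive means maximum activity change above -50%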;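 further: thallium influx rate constant from kinetic fluorescence after stimulation buffer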
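We transduce U2OS cells with the mutant 3.1 virus, culture them overnight, load FluxOr with Red40 quencher for 45 min, then add stimulation buffer and read kinetically for 2 min to derive a normalized rate constant.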
uPA generation: qHTS for Inhibitors of Cell Surface uPA Generation; Potency, µM (top dose mostly 38.3 µM), for inactives: at the highest dose activity change, negative = inhibition, actives largely listed as inhibitors; 330,000 tested, 0.31% active; cell surface uPA generation assay, qHTS; active means well fitted inhibition curve with a large enough effect; inconclusive means small, poorly fitted or top-dose-only effect; inactive means no such curve, though single readings can be large or run the other way; tested in mouse RAW 264.7 cells; further: potency means the concentration at half of the fitted maximal effect; nearly all actives have a fitted effect of over 55% in size
Giardia kill: Small Molecules that selectively kill Giardia lamblia: qHTS. activity change, % at 7.66 µM, hits read low. 340,000 tested, 0.15% active. Giardia lamblia trophozoite viability; in the data active means activity change below about -80%; inconclusive means between about -30% and that limit;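 further: parasites exposed to compound for two days anaerobically before the ATP read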
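Giardia lamblia trophozoites (100 cells/well) were incubated with compounds for 48 h at 37 deg C under anaerobic conditions. Viability was read as ATP content by one-step luminescence after 15-30 min at room temperature.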
hERG WT inh: qHTS for Inhibitors of KCHN2 3.1: Wildtype qHTS; 340,000 tested, 0.37% active; U2OS, BacMam KCNH2, thallium flux FluxOr; active compounds read low; activity change, % at 1.84 µM;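 active means maximum activity change below -70%; inconclusive means maximum activity change between -70% and -50%; inactive means maximum activity change above -50%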
Target sequence (Q12809 whole entry, looked up): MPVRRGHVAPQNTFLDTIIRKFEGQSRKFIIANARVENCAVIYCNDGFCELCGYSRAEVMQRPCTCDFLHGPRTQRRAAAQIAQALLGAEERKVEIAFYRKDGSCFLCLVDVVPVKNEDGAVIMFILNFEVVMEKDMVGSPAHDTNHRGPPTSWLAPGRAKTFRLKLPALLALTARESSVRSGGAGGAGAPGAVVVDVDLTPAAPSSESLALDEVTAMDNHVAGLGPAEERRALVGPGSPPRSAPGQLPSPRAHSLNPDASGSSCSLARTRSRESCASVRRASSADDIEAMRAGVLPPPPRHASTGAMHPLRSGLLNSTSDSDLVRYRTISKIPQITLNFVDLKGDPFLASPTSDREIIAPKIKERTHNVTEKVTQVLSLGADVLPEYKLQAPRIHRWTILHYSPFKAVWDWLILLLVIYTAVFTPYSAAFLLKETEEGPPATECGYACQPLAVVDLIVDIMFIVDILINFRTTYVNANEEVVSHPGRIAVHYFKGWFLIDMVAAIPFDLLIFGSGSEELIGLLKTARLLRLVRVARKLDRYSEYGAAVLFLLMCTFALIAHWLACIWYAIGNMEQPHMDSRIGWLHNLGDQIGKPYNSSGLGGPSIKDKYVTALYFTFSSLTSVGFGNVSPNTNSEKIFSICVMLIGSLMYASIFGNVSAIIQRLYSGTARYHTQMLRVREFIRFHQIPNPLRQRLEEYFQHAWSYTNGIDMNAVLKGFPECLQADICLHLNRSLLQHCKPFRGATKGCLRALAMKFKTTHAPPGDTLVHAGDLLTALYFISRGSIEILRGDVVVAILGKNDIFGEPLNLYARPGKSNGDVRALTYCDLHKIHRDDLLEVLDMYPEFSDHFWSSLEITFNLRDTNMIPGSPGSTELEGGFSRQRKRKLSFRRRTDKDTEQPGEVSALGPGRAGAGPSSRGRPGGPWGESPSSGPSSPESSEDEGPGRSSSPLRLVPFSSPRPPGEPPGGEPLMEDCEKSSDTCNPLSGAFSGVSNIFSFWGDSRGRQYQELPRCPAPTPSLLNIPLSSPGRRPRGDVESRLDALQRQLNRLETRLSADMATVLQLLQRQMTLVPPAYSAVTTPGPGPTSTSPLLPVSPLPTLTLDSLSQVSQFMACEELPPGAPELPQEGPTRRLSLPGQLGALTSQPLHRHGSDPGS
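U2OS cells transduced with wild-type KCNH2 virus are loaded with FluxOr dye for 45 min, and thallium flux is measured in kinetic reads before and after stimulation buffer. Rate constants are normalized to DMSO controls.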
* = called active by the depositor; ? = inconclusive; / = no result given. On the % scale 0 is the no-effect control and ±100 the full control effect.

#	smiles	uPA generation	hERG WT inh	KCNH2 3.1 inh	Giardia kill
1	Cn1c(N2CCOCC2)nc2c1c(=O)n(Cc1ccc(Cl)cc1)c(=O)n2C	/	5.9	2.6	-4.6
2	CCC(=O)NC(C)C(c1cccs1)N1CCOCC1 (centres undefined)	/	39.0	-2.0	7.3
3	O=C(NCCCNC(=O)NC1CCCCC1)NC1CCCCC1	/	-6.1	6.7	-11.3
4	N#Cc1ccccc1S(=O)(=O)N1CCN(c2nc(-c3ccccc3)nc3ccccc23)CC1	/	12.9	6.6	0.9
5	CCOc1ccc2nc(NCCCNS(=O)(=O)c3ccc(F)cc3)c(C#N)cc2c1	/	-12.5	5.8	0.1
6	CC(C)(C)c1cc(NC(=O)CCSc2nnc3ccccn23)cc(C(C)(C)C)c1	/	-5.1	15.3	5.0
7	CN(C)c1ccc(-c2noc(C3CCN(S(=O)(=O)c4ccc(C(=O)O)cc4)CC3)n2)cc1	/	-2.7	7.5	0.9
8	CCOc1ccc(-c2nnc3sc(-c4ccccc4OC)nn23)cc1	/	-20.3	-15.7	9.5
9	CCOC(=O)c1ccccc1NC(=O)Cn1cnc2c(cnn2-c2ccc(OC)cc2)c1=O	/	-19.8	1.6	1.3
10	COc1cc(Br)cc2cc(C(=O)OC3CCN(C)CC3)c(=O)oc12	/	-6.3	-17.1	-15.3

An excerpt from above, showing only Giardia kill:
#	canonical_smiles	Giardia kill
6	CC(C)(C)c1cc(NC(=O)CCSc2nnc3ccccn23)cc(C(C)(C)C)c1	5.0
7	CN(C)c1ccc(-c2noc(C3CCN(S(=O)(=O)c4ccc(C(=O)O)cc4)CC3)n2)cc1	0.9

Remaining list, next part:
#	smiles	uPA generation	hERG WT inh	KCNH2 3.1 inh	Giardia kill
11	CC(C)(C)CC(C)(C)Nc1c(-c2ccc(O)cc2)nc2cnccn12	/	-18.6	3.7	10.0
12	CC(O)[C@H]1CN=C(N)N1CC1CCCCC1 (some centres undefined)	4.8%	-8.6	10.4	-12.6
13	COc1ccc(-c2csc(NC(C)c3nc4cc(C(=O)NCCCO)ccc4n3Cc3ccc(C)cc3)n2)cc1 (centres undefined)	-1.0%	-6.8	3.7	5.2
14	CN(C(=O)c1ccc(NC(=O)Cc2cccc(NC(=O)C3CCCN(C(=O)c4ccccc4)C3)c2)cc1)C1CC1 (centres undefined)	?	8.6	0.1	-11.7
15	c1ccc(-c2cc(-c3nc(-c4ccccn4)no3)c3ccccc3n2)cc1	7.0%	-5.4	-6.9	-7.6
16	c1ccc(CN=C(NCc2ccccc2)NCc2ccccc2)cc1	-10.1%	0.5	-0.3	-1.1
17	Cc1ccc(N2CCN(C(=O)c3cn(CC4CCCCC4)nn3)C(C)C2)cc1 (centres undefined)	0.4%	-6.0	-71.1*	15.2
18	CNc1ncnc(NC)c1[N+](=O)[O-]	0.7%	-3.6	0.1	-1.0
19	CN(C)c1ccc(C=c2c3ccccc3n3c2c2c([n+]3C)CCCC2)cc1	-10.8%	-0.9	3.2	-1.2
20	Cc1cccc(NC(=O)COC(=O)C(NC(=O)c2cccc(S(=O)(=O)N3CCOCC3)c2)C(C)C)c1 (centres undefined)	2.0%	-2.1	7.7	2.4
21	O=C(O)c1ccc(NN=Cc2cc(=O)[nH]c(=O)[nH]2)cc1	-1.2%	7.0	-0.5	-6.9
22	Cc1noc(NS(=O)(=O)c2ccc(NC(=O)c3cccc(S(=O)(=O)N(C)c4ccccc4)c3)cc2)c1C	3.4%	2.4	5.5	-12.0
23	S=C(c1cccs1)N1CCN(c2ccccc2)CC1	6.0%	-0.8	2.3	-11.8
24	O=C1C=CC(=O)N1CCCCCCCCCCN1C(=O)C=CC1=O	-7.7%	1.0	-39.2	5.3
25	N=C(N)SCc1ccc(Cl)c2ccccc12	-4.7%	3.4	-6.8	-28.2
26	CN(C(=O)c1ccc(NC(=O)Cc2ccc(NC(=O)C3CCCN(S(=O)(=O)c4cccc([N+](=O)[O-])c4)C3)cc2)cc1)C1CCCC1 (centres undefined)	7.1%	-8.7	-3.7	?
27	OC(COCc1ccccc1)COCc1ccccc1	-2.8%	-4.0	7.8	-2.9
28	O=C(NCC1CCCO1)C(=O)N/N=C/c1ccc(OCc2ccccc2Cl)cc1 (centres undefined)	-5.1%	-1.4	-10.2	-18.1
29	O=C(Cc1ccc(NC(=O)C2CCN(C(=O)C3CCCCC3)CC2)cc1)Nc1ccc(C(=O)N2CCOCC2)cc1	3.9%	-3.9	-24.0	28.1
30	CC(C)[Si]1(C(C)C)OCC2OC(n3cnc4c(N)ncnc43)C(N)C2O[Si](C(C)C)(C(C)C)O1 (centres undefined)	2.6%	-2.5	-9.8	-18.9
31	C=CCn1c(=O)/c(=C/c2ccc(Cl)cc2)s/c1=C(\C#N)c1nnc2n1CCCCC2	-15.7%	0.1	-87.1*	28.1
32	CN(Cc1ccccc1)C(=O)c1ccc(NC(=O)Cc2ccc(NC(=O)C3CCCN(C(=O)C4CC4)C3)cc2)cc1 (centres undefined)	7.4%	-4.0	16.6	?
33	Cc1ccc2[nH]c(O)c(N=Nc3ccccc3[N+](=O)[O-])c2c1	1.7%	10.5	1.3	17.4
34	CC(C)(C)[C@H]1C=C(C(=O)O)O[C@@H](OCc2ccc(CO)cc2)C1	17.2%	2.7	15.5	0.7
35	CN1C[C@@H]2[C@@H]3C(=O)N(C)C(=O)[C@@H]3[C@](C)(C1=O)N2C(=O)c1ccc(Br)cc1	-3.8%	14.3	8.1	-4.2
36	O=S(=O)(/C=C/C=C/S(=O)(=O)c1ccccc1)c1ccccc1	4.4%	0.8	?	11.6
37	CC1=NN(CCc2ccccn2)C(=O)CC1	2.1%	3.4	0.1	7.6
38	O=C(NC1CCCc2ccccc21)c1cccc(F)c1 (centres undefined)	0.1%	-13.1	9.9	4.9
39	CCN1C[C@@H]2[C@@H]3C(=O)N(Cc4ccccc4)C(=O)[C@@H]3[C@](C)(C1=O)N2C(=O)c1ccc(C)cc1	-1.1%	18.6	4.4	18.9
40	CCOC(=O)C1(C(N)=O)OC1(c1ccc(Cl)cc1)c1ccccc1Cl (centres undefined)	5.3%	-3.2	-5.7	-10.5

Five entries already listed, ordered by length of the SMILES, falling:
#	smiles	uPA generation	hERG WT inh	KCNH2 3.1 inh	Giardia kill
39	CCN1C[C@@H]2[C@@H]3C(=O)N(Cc4ccccc4)C(=O)[C@@H]3[C@](C)(C1=O)N2C(=O)c1ccc(C)cc1	-1.1%	18.6	4.4	18.9
7	CN(C)c1ccc(-c2noc(C3CCN(S(=O)(=O)c4ccc(C(=O)O)cc4)CC3)n2)cc1	/	-2.7	7.5	0.9
4	N#Cc1ccccc1S(=O)(=O)N1CCN(c2nc(-c3ccccc3)nc3ccccc23)CC1	/	12.9	6.6	0.9
24	O=C1C=CC(=O)N1CCCCCCCCCCN1C(=O)C=CC1=O	-7.7%	1.0	-39.2	5.3
25	N=C(N)SCc1ccc(Cl)c2ccccc12	-4.7%	3.4	-6.8	-28.2

Next section.
#	smiles	uPA generation	hERG WT inh	KCNH2 3.1 inh	Giardia kill
41	COC(=O)Cc1cc(=O)n2c(nc3ccccc32)[nH]1	7.1%	-2.5	-7.3	-14.5
42	CCSc1nnc(NC(=O)CCC2CCCCC2)s1	-15.0%	0.6	5.1	-21.9
43	COc1ccccc1C=NN1CCCCCC1	-2.2%	20.6	4.2	10.3
44	Cc1cc2c(SCC(=O)Nc3cccc(O)c3)ncnc2s1	-1.4%	10.9	17.7	-16.6
45	CC(C)(C)c1ccc(C(=O)NCc2ccco2)cc1	?	7.9	14.5	-0.8
46	CCCCNC(=O)[C@@H]1CC=C[C@@H]2CCN(Cc3ccc(Cl)c(Cl)c3)C(=O)[C@@H]21	8.4%	4.4	5.1	8.8
47	CC(=O)c1cc(CN2CCC(C(=O)Nc3ccc(-n4nc(C)cc4C)cc3)CC2)cs1	-2.2%	5.3	11.1	-3.6
48	O=C(O)c1ccc2cc(-c3ccccc3)[nH]c2c1	-24.8%	0.9	8.9	2.2
49	COc1cc(CNC(=O)c2cc3ccccc3oc2=O)cc(OC)c1OC	-1.1%	-2.6	6.6	-21.6
50	CN1C[C@H]2CON(C)[C@H]2C[C@H]1c1cccc(-c2ccc(C#N)cc2)c1	-0.6%	4.2	-1.8	-9.1
51	c1ccc(NN=C2c3ccccc3-c3ccccc32)cc1	3.9%	-10.5	-9.3	-0.8
52	Nc1cc(OCc2ccccc2)ccc1OCc1ccccc1	3.6%	-4.4	-6.2	-10.3
53	CC(C)C[C@H]1COCCS(=O)(=O)N1Cc1ccc(Cl)c(Cl)c1	-5.0%	-1.6	-9.4	9.1
54	O=c1cc(CCc2ccccc2)oc2cccc(O)c12	-40.8%	-4.4	-2.7	5.5
55	COc1ccc2oc(N)nc2c1	2.1%	-3.2	8.7	21.7
56	CC(C)(COC(=O)C(c1ccccc1)c1ccccc1)CN1CCOCC1	4.7%	3.8	-3.6	5.7
57	CCCC(=O)NC1CCc2cc(OC)c(OC)c(OC)c2-c2ccc(OC)c(=O)cc21 (centres undefined)	-12.5%	31.5	3.8	4.8
58	Cc1ccc(NC(=O)Nc2ccccc2)nc1	-13.1%	-0.6	-5.6	1.6
59	CCc1nnc(NC(=O)CCC2CCCCC2)s1	1.7%	-1.0	23.1	8.0
60	O=C1C=CC(=O)C(CNc2ccc(C(=O)OCc3ccccc3)cc2)=C1	1.1%	-22.6	-9.6	21.2
61	CCN1CCN(c2ccc(S(=O)(=O)N3CCOCC3)cc2NC(=O)C2CCC(C(C)(C)C)CC2)CC1 (centres undefined)	4.47µM*	-7.5	7.5	-27.7
62	COc1ccc(-c2c(-c3cccc(C)c3)oc3ccc(-c4ccc5c(c4)OCO5)cc23)cn1	8.5%	3.4	-11.0	2.2
63	CN(C(=O)c1cccc(NC(=O)Cc2cccc(NC(=O)C3CCCN(C(=O)C4CCCC4)C3)c2)c1)C1CCC1 (centres undefined)	0.9%	-2.9	-5.7	4.5
64	CCOC(=O)c1[nH]c(=S)n(Cc2ccccc2)c1C(=O)OCC	2.3%	-2.6	-16.5	-1.1
65	COc1ccc(CCNC(=O)COc2cc(C)cc3oc(=O)c(C)c(C)c23)cc1OC	5.4%	1.5	-3.8	15.1
66	O=C(O)c1ccc(N2C(=O)CSC2=S)cc1	0.7%	-3.6	14.7	-6.1
67	COC(C[C@H]1O[C@H]1C(=O)[C@@H](C)OCc1ccccc1)OC	-3.5%	3.0	21.4	11.9
68	Nc1nc2ccc(Cl)cc2o1	1.2%	-5.5	-6.1	-4.6
69	COc1ccc([N+](=O)[O-])c(O)c1C(C)=O	3.7%	-9.2	-6.0	-0.1
70	CSc1nc(N)c2cn[nH]c2n1	1.8%	0.8	-0.8	5.5

Exported with one line to a screen: entries from further up
64: CCOC(=O)c1[nH]c(=S)n(Cc2ccccc2)c1C(=O)OCC
65: COc1ccc(CCNC(=O)COc2cc(C)cc3oc(=O)c(C)c(C)c23)cc1OC

Compound	64	65
uPA generation	2.3%	5.4%
hERG WT inh	-2.6	1.5
KCNH2 3.1 inh	-16.5	-3.8
Giardia kill	-1.1	15.1

Other compounds follow:
#	smiles	uPA generation	hERG WT inh	KCNH2 3.1 inh	Giardia kill
71	NC(=O)C1(NC2CCCCC2)CCN(Cc2ccccc2)CC1	-3.0%	-1.3	-4.9	-2.7
72	CC1C(C)N(C(=O)CCCl)c2ccccc2N1C(=O)CCCl (centres undefined)	0.5%	-7.7	-14.1	-6.4
73	CCCCCCCCC(=O)O	-2.4%	-1.8	16.9	13.5
74	Cc1cccc(S(=O)C(c2ccccc2)c2ccccc2)c1 (centres undefined)	2.2%	3.2	4.2	-24.5
75	Cc1ccc(-n2nnnc2-c2cccs2)cc1[N+](=O)[O-]	-16.6%	1.4	0.1	-2.4
76	Cc1nnc2c3ccccc3c(-c3ccccc3)nn12	?	-14.3	-33.1	12.3
77	CS(=O)(=O)N1CCN(c2ccccc2NC(=S)NC(=O)c2ccco2)CC1	-6.1%	-8.5	-9.9	2.3

Taken from above:
hERG WT inh result of #29 → -3.9
hERG WT inh result of #23 → -0.8
Giardia kill result of #30 → -18.9
uPA generation result of #47 → -2.2%
hERG WT inh result of #10 → -6.3
Giardia kill result of #18 → -1.0

Screens (PubChem)

Only part of the results is shown. The share of hits here may be higher or lower than overall.
